FXIIa inh: inhibitors of human coagulation factor XIIa | purified human FXIIa, AMC substrate fluorescence, 2 h | AID 701 | inhibition, % at 10 µM | P00748 | 33,000 compounds, 0.2% hits; in the data active means inhibition above about 30%;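 further: 0% = enzyme with vehicle only and 100% = no enzyme blank; many of its hits are not listed in these tables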
Target sequence (P00748 20-372 limits assumed): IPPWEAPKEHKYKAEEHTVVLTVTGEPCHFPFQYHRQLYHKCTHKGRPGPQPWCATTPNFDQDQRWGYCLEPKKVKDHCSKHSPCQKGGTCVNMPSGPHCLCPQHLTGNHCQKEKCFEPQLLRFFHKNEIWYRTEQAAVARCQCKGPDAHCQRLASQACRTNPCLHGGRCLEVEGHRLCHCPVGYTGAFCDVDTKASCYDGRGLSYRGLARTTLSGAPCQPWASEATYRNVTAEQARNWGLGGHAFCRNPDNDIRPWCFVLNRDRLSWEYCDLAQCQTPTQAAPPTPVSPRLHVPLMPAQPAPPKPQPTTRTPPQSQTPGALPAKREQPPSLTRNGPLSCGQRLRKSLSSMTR
Target sequence (P00748 373-615 limits assumed): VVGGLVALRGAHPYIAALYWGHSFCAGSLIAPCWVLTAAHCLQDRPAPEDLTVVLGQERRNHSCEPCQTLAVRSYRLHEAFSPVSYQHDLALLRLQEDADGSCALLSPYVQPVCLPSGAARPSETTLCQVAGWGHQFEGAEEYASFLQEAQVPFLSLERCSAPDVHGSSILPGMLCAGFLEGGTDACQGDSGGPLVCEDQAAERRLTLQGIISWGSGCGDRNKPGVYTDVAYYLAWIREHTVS
FXIa single inh: blocks human coagulation factor XIa activity; P03951; inhibition, % at 10 µM; 33,000 compounds, 0.3% hits; purified human FXIa, fluorogenic AMC substrate cleavage;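 active means inhibition above 40% in the primary screen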;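 further: 0% = enzyme without compound and 100% = blank wells lacking enzyme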
* marks the source's active call; other numbers are inactive results.

SMILES	FXIIa inh	FXIa single inh
Cc1cc(C)c(C(=O)COc2cccnc2[N+](=O)[O-])cc1C	-3	-5
COC(=O)c1c(NC(=O)Cc2ccccc2)sc(C)c1C	1	-3
CCN(CC)S(=O)(=O)c1cccc(NC(=O)COC(=O)CCc2nc3ccccc3s2)c1	2	4
COc1ccc(OC)c(S(=O)(=O)N2Cc3ccccc3CC2C(=O)O)c1 (stereo unspecified)	5	6
COc1cccc(CNC(=O)CSCc2cnn(-c3ccccc3)c2-n2cccc2)c1OC	7	-14
Cc1nn(Cc2cccc(C(=O)NC3CCCCC3)c2)c(C)c1Cl	6	-8
Cc1ccc(-c2nc3ccccc3n2C)o1	-2	-1
O=C(CS(=O)(=O)Cc1ccccc1)Nc1nc2c(s1)CCCC2	-12	-2
COc1cccc(OC)c1C(=O)Nc1cc(Cl)ccc1N1CCOCC1	4	7
Cc1ccc(C)c(Cn2c(C(=O)OC(C)C)cc3c2ccn3C)c1	5	-2
CCn1c2ccccc2c2cnc(N=CN(C)C)c(C#N)c21	6	4
COc1ccc(NC(=O)N2CCOCC2)cc1OC	6	-6
C=CCOc1ccc(C2OC34CCCCC3C(C#N)(C#N)C2(C#N)C(=N)O4)cc1 (stereo unspecified)	-1	5
O=C(Nc1ccc(Cl)cc1)NC1CCCCC1	7	-3
CCOC(=O)c1c(C)n(C)c2ccc(OCCN(C)C)cc12	3	-8
OC1C2CN3CCN(C2)CC1(Cc1ccccc1)C3 (stereo unspecified)	12	-1
Cc1nc2ncnn2c(C)c1CCC(=O)NCCc1ccccc1	-17	28
O=C(CSc1nc(-c2ccc(F)cc2)cs1)N1CCOCC1	5	-4
Cc1ccc(CNC(=O)CCNC(=O)c2ccc(Br)o2)cc1	6	-4
NC(=O)c1cc(-c2ccccc2)nc(Oc2ccccc2)n1	0	1
COc1ccc(Cn2c(C)c(C)c(C#N)c2NC(=O)Nc2cccc(C)c2)cc1	2	4
COc1ccc(NC(=O)CCOc2ccccc2)cc1	3	8
O=C(CN1C(=O)c2ccccc2C1=O)Nc1nc(-c2cccc([N+](=O)[O-])c2)cs1	11	0
O=C(O)C1CC=CCC1C(=O)N1CCc2ccccc21 (stereo unspecified)	23	8
Cc1ccc(Cl)c2c1NC(=O)C2(O)CC(=O)c1ccc(F)cc1 (stereo unspecified)	-10	-13
CCCOc1ccccc1C1NC(=O)NC(C)=C1C(=O)OCCOC (stereo unspecified)	3	-5
CCOCCCn1c(-c2ccc(Cl)cc2)n[nH]c1=S	6	-2
O=C(CO/N=C/c1ccccc1)N1c2ccccc2Oc2ccccc21	3	6
CSc1cc(-c2ccccc2)n(Cc2ccc(Cl)cc2Cl)c(=O)c1C#N	-12	15
Cc1[nH][nH]c(=O)c1C(c1ccc(-c2ccc(Cl)c(Cl)c2)o1)c1c(C)[nH][nH]c1=O	-2	0
O=C(O)CCc1cc(I)c(Oc2ccc(O)c(I)c2)c(I)c1	2	2
O=C(CSc1nnc(-c2csc3c2CCCC3)o1)Nc1ccccc1	3	4
O=C(O)CCCC(=O)NCCc1ccncc1	2	3
COc1ccc(-n2cnc3c(sc4nccc(N(C)C)c43)c2=O)cc1	4	-4
COc1ccc(OC)c2c(C)cc(N3CCCN(C)CC3)nc12	6	1
COCc1cc(C(C)=O)ccc1OC	8	2
N#CC1=C(N)Oc2n[nH]c(-c3cccs3)c2C1C1CCCCC1 (stereo unspecified)	-3	1
COc1ccc(Nc2ncc(C(=O)N3CCN(c4ccccc4OC)CC3)c3ccccc23)cc1	-10	-8
CC(C)CC[n+]1ccn(C2=C([O-])c3ccccc3C(=O)/C2=N\S(=O)(=O)c2ccccc2)c1	4	-8
CC/C(=N\O)c1ccc(OC)c(OC)c1	8	-4
Cc1ccccc1Cn1cc(NC(=O)c2noc3c2CC(C(C)(C)C)CC3)cn1 (stereo unspecified)	-3	4
CC1CCN(c2nc3ccc(C(=O)N4CCN(Cc5ccc6c(c5)OCO6)CC4)cc3s2)CC1	-20	-9
O=C1NN(c2ccc(Cl)c(Cl)c2)C(=O)/C1=C/c1cccc(OC(=O)c2cccs2)c1	10	4
O=C(c1ccc2c(c1)OCO2)[C@@H]1[C@@H]2C(=O)N(C3CCCCC3)C(=O)[C@@H]2C2c3ccccc3C=CN21 (stereo partly specified)	10	2
NS(=O)(=O)c1ccc(NC(=O)c2ccccc2Cl)cc1	-2	1
CCOC(=O)COc1ccc(S(=O)(=O)Nc2ccc3c(c2)OCCO3)cc1	-2	-1
COc1cc(/C=C/C(=O)c2c(O)cc(C)oc2=O)cc(OC)c1O	-11	22
Cc1ccc(C(=O)N2CCC(C(=O)NCc3cccnc3)CC2)cc1	1	-3
CCOC(=O)/C(C#N)=C1\Nc2ccccc2N=C1N(CC(C)C)CC(C)C	6	0
CCOc1ccccc1Nc1nc(N)nc(CN(C)C2CCCCC2)n1	-14	-2
Cc1ccc(-c2csc(NC(=O)c3cccs3)n2)cc1	8	-12
COc1ccc(C)cc1S(=O)(=O)N(CC(=O)NCc1ccc(Cl)cc1)Cc1ccccc1	8	6
Cn1c(=O)n(Cc2ccccc2F)c2ccccc21	-19	2
Cc1cc(C)cc(Nc2cc(=O)n(C3CCCCC3)c(=O)[nH]2)c1	2	0
CC(C)c1nc(-c2ccccc2)c(-c2ccccc2)[nH]1	-14	-15
O=C(CCn1c(=O)c2ccccc2n(CC(=O)NCCC2=CCCCC2)c1=O)NCc1ccco1	8	1
CC1=C(C(=O)Nc2cccc(C)n2)C(c2ccc3c(c2)OCO3)C2=C(CC(c3ccco3)CC2=O)N1 (stereo unspecified)	-2	0
Cc1cc(C)c(O)c(-c2cc(C(=O)NCc3ccccc3)[nH]n2)c1	8	-8
Cc1ccc(-c2nnn(CC(=O)NC3CCCc4ccccc43)n2)cc1 (stereo unspecified)	4	2
O=C(Nc1ccc2c(c1)OCO2)C1CCCN(S(=O)(=O)c2cccs2)C1 (stereo unspecified)	2	4
Continuation.
SMILES	FXIIa inh	FXIa single inh
COC(=O)c1ccc(NC(=O)CSc2nnc(C)n2-c2ccccc2)cc1	5	2
CCOC(=O)c1ccc(-n2cncn2)nc1	-10	-14
CC1=CC(C)(C)N(C(=O)CSc2nnc(-c3ccc(C)cc3)o2)c2ccc(C)cc21	-1	-2
O=C(COc1ccccc1)NNC(=S)NC(=O)c1ccc(Cl)cc1Cl	3	9
COc1cccc(C(=O)Nc2ccc(C)cc2)c1	5	-3
CCC(C)(C(=O)NC1CCCC1)N(C(=O)c1ccccn1)c1ccc(C)cc1 (stereo unspecified)	6	0
Cc1cc(C(F)(F)F)nn1CC(=O)N1CCOCC1	-1	-5
Cn1c(N2CCN(C(=O)NCc3ccccc3)CC2)nc2ccccc21	7	-1
CN1CCN(c2nc(-c3ccco3)cc(C(F)(F)F)n2)CC1	2	-5
CC(C)Oc1ccc(Cc2cnc(N)nc2N)cc1	-10	18
Cc1c(C#N)c2ccccc2n1CC(=O)NCc1ccccc1	-1	1
O=C(COc1ccc(S(=O)(=O)NCc2ccccc2)cc1)N1CCOCC1	5	-2
O=C(NC1CCCCC1)N1CCC(c2nc(-c3ccc(S(=O)(=O)N4CCCC4)cc3)no2)CC1	7	-2
CC1CCN(C(=O)CSc2nnc(CN3CCOCC3)n2-c2ccccc2)CC1	2	4
Cc1ccc(C(=O)Nc2ccc3nc(C)sc3c2)s1	5	-4
Cc1ccc(CC(=O)Nc2nc3ccccc3[nH]2)cc1C	7	-9
C/C(=C\C(=O)c1ccc(Br)cc1)NCc1ccc(C)cc1	7	7
COc1ccc(NC(=O)C(NC(=O)CNC(C)=O)c2ccc(C)cc2)cc1 (stereo unspecified)	-10	24
C=CCOC(=O)C1=C(C)Nc2ncnn2C1c1cccs1 (stereo unspecified)	-4	1
CN(C)CCOc1ccccc1C(C)(C)C	9	5
O=C(NC1CCCCC1)NC1CC2CCCC(C1)N2C1CCCC1 (stereo unspecified)	6	-8
CCCCn1c(=O)c(C(=O)OCC)c(O)c2ccccc21	-12	-2
Cc1ccc(C)n1NC(=O)c1ccccc1Cl	3	-3
COc1ccc(CNC(=O)CSCc2cnn(-c3ccccc3)c2-n2cccc2)cc1	6	2
O=C(O)c1ccc(NS(=O)(=O)c2cc(C(=O)O)ccc2Br)cc1	24	0
O=C(CN1C(=O)COc2ccccc21)N1CCN(c2ccccc2F)CC1	4	-3
O=C(COC(=O)CC1CCCC1)Nc1cc2c(cc1Cl)C(=O)c1ccccc1C2=O	-9	18
Nc1nncn1C(=O)CCCOc1ccccc1	17	16
C=C(C)C1Cc2c(C)nn(-c3ccccn3)c2C1 (stereo unspecified)	5	7
CCOc1nc(C)ccc1-c1noc(-c2ccncc2)n1	0	-3
Cc1cc(-n2c(=O)c(C#N)cc3c(=O)n4cccc(C)c4nc32)no1	-59	-25
O=C(c1cccc(F)c1)N1CCN(C(=O)c2cc3ncc(Br)cn3n2)CC1	-13	24
O=C1CC(C2CCCO2)C(=O)N1c1ccccc1 (stereo unspecified)	-13	-1
COC(=O)c1ccccc1NC(=O)N1CCN(C/C=C/c2ccccc2)CC1	0	-3
COc1ccc(C2(O)CCN(CCCCOc3ccccc3)CC2)cc1	6	-6
Cc1cnn(-c2ccc3nnc(-c4ccc(Cl)cc4)n3n2)c1	1	-4
O=C(Cc1cccs1)NCc1cccs1	3	10
O=C(CSCCO)Nc1cccc2ccccc12	5	4
COc1ccc(C(=O)NCCNC(=O)c2cc(OCC(F)(F)F)ccc2OCC(F)(F)F)cc1	7	11
COC(=O)C1=C(C)N(C)C(C)=C(C(=O)OC)C1c1ccc(F)c(Br)c1	13	4
CCC(=O)NCCc1nc2cc(NC(=O)c3ccc(OC)cc3)ccc2n1C	9	4
N#C/C(=C\c1cccc(Cl)c1)c1n[nH]c(Cn2cncn2)n1	3	3
Cc1c(Br)c([N+](=O)[O-])nn1CC(=O)NCc1ccccn1	4	2
CCOC(=O)NC1(C(F)(F)F)C(=O)N(Cc2ccccc2)C2=C1C(=O)CC(C)(C)C2 (stereo unspecified)	3	-5
COc1ccc2[nH]c(=O)c(C(c3nnnn3C3CCCC3)N3CCN(Cc4ccc5c(c4)OCO5)CC3)cc2c1 (stereo unspecified)	4	2

Filtered by structure: the entries above with two or more sulfur atoms (8)
SMILES	FXIIa inh	FXIa single inh
CCN(CC)S(=O)(=O)c1cccc(NC(=O)COC(=O)CCc2nc3ccccc3s2)c1	2	4
O=C(CS(=O)(=O)Cc1ccccc1)Nc1nc2c(s1)CCCC2	-12	-2
O=C(CSc1nc(-c2ccc(F)cc2)cs1)N1CCOCC1	5	-4
O=C(CSc1nnc(-c2csc3c2CCCC3)o1)Nc1ccccc1	3	4
Cc1ccc(-c2csc(NC(=O)c3cccs3)n2)cc1	8	-12
O=C(Nc1ccc2c(c1)OCO2)C1CCCN(S(=O)(=O)c2cccs2)C1 (stereo unspecified)	2	4
Cc1ccc(C(=O)Nc2ccc3nc(C)sc3c2)s1	5	-4
O=C(Cc1cccs1)NCc1cccs1	3	10

(cont.)
SMILES	FXIIa inh	FXIa single inh
CC(O)(C#CCN1CCCCC1)c1ccccc1 (stereo unspecified)	5	-3
Cc1cc(=O)n2nc(N3CCC(C(=O)N4CCN(Cc5ccccc5)CC4)CC3)sc2n1	6	-2
Cc1ccc(NC(=O)c2sc3nc4c(c(-c5ccco5)c3c2N)CCC4)cc1	12	5
O=C(CN1C(=O)c2cccc3cccc1c23)NCC1CCCO1 (stereo unspecified)	10	3
CC(=O)c1ccc(OCCCN2CCCCC2)cc1	-9	25
N#CC(=C1CCCC1)c1nc(-c2ccc(Cl)cc2)cs1	2	-5
CN1CCN(c2ccc(S(=O)(=O)N3CCCCC3)cn2)CC1	-5	-6
CCN(CC)S(=O)(=O)c1ccc(NC(=O)c2ccccc2N(C)S(C)(=O)=O)cc1	-7	-6
O=C(C1CC(c2ccc(F)cc2)=NO1)N1CCCc2ccccc21 (stereo unspecified)	5	-2
O=C(COc1ccccc1)Nc1nn[nH]n1	5	-2
COc1cc2c(cc1OC)-c1nnc(-c3cccs3)n1C1(CCCC1)C2	20	8
O=C(OCc1nc2ccccc2s1)[C@@H]1CCCN1S(=O)(=O)c1ccccc1F	-4	15
O=C(CCCN1C(=O)c2ccccc2C1=O)NC1CCCCCC1	14	2
CCOC(=O)C1CCN(C(=O)C2CCN(S(=O)(=O)c3c(C)noc3C)CC2)CC1	-12	-11
CN1C(=O)N(C)C2(c3ccccc3)NC(=O)NC12c1ccccc1 (stereo unspecified)	-10	3

As a short view, some entries already given:
SMILES	FXIIa inh	FXIa single inh
Cc1cc(C)c(C(=O)COc2cccnc2[N+](=O)[O-])cc1C	-3	-5
COC(=O)c1c(NC(=O)Cc2ccccc2)sc(C)c1C	1	-3

Later entries
SMILES	FXIIa inh	FXIa single inh
CC(=O)Nc1ccc(S(=O)(=O)Nc2nc3n(n2)C(c2ccccc2)CC(=O)N3)cc1 (stereo unspecified)	1	-7
CCC(=O)Nc1nc2n(n1)C(c1ccc(OC)cc1)C=C(c1ccccc1)N2 (stereo unspecified)	4	5
O=C(Cc1c(F)cccc1Cl)NCC1CCCO1 (stereo unspecified)	5	3
O=C(C1CCC1)N(CCc1ccccc1)Cc1nc2ccccc2c(=O)[nH]1	34*	1
CN1C(=O)CC(NNC(=O)c2ccc(Cl)cc2)C1=O (stereo unspecified)	9	-9

Among those listed so far, these have an aryl thioether with sulfur outside any ring.
SMILES	FXIIa inh	FXIa single inh
O=C(CSc1nc(-c2ccc(F)cc2)cs1)N1CCOCC1	5	-4
CSc1cc(-c2ccccc2)n(Cc2ccc(Cl)cc2Cl)c(=O)c1C#N	-12	15
O=C(CSc1nnc(-c2csc3c2CCCC3)o1)Nc1ccccc1	3	4
COC(=O)c1ccc(NC(=O)CSc2nnc(C)n2-c2ccccc2)cc1	5	2
CC1=CC(C)(C)N(C(=O)CSc2nnc(-c3ccc(C)cc3)o2)c2ccc(C)cc21	-1	-2
CC1CCN(C(=O)CSc2nnc(CN3CCOCC3)n2-c2ccccc2)CC1	2	4

Source: PubChem BioAssay (PCMD)

The list is partial (hit frequency here may not be typical).
